Pf growth 96h = Primary qHTS for delayed death inhibitors of the malarial parasite plastid, 96 hour incubation | 6.9% of 320,000 active | Potency, µM (titrated, usually from 28.7 µM), for inactives: top-dose activity change, negative = inhibition, usual class: inhibitors | AID 504834, 2011 | P. falciparum luciferase reporter growth, 96 h; note: potency is the fitted concentration of half-maximal effect; % is set by controls: 0 for no effect and ±100 for the full control effect
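Delayed-death screen, second-generation endpoint: infected erythrocytes, 2% hematocrit, 0.05% parasitemia final; 96 hours at 37 C, 5% CO2; luciferase detection reagent; luminescence decrease equals reduced growth.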
TbPYK inhibitor = qHTS of Trypanosoma Brucei Inhibitors | TbPYK enzyme, Kinase-Glo Plus ATP luminescence, 45 min | Potency, µM (series often up to 76.8 µM), for inactives: top-dose activity, negative = inhibition, actives largely listed as inhibitors | AID 624173, 2012 | pyruvate kinase (Trypanosoma brucei), Q57TT1 | 0.12% of 410,000 active; note: potency is the fitted concentration of half-maximal effect; % is set by controls: 0 for no effect and ±100 for the full control effect; nearly all actives have a fitted effect of over 50% in size
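Luminescence from Kinase-Glo Plus, added after a 45-minute room-temperature reaction, served as the end-point read-out. The enzyme and substrate were preincubated with compound before ADP (130 uM final) initiated turnover. Concentration-effect curves came from normalized qHTS data.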
Shiga inhibitor = A qHTS for Small Molecule Inhibitors of Shiga Toxin | Vero cells, Shiga toxin protein synthesis inhibition reporter | inhibition, % at 38.7 µM | 9.2% of 290,000 active | AID 2315, 2010; in the data active = inhibition mostly above about 28%, no sharp cut-off; inactive = mostly below about 43%; note: 0% is about no effect
Cycloheximide cs = Cycloheximide Counterscreen for Small Molecule Inhibitors of Shiga Toxin. max response, %. AID 2314, 2010. cell reporter, cycloheximide protein synthesis inhibition counterscreen. 12% of 300,000 active; in the data active = max response mostly above about 13%, no sharp cut-off; inactive = mostly below about 14%; note: read at 38.3 µM for the half of the compounds with a filed dose; 0% is about no effect
AmpC no deterg = qHTS Inhibitors of AmpC Beta-Lactamase (assay without detergent); 0.52% of 330,000 active; AmpC nitrocefin hydrolysis, absorbance 480 nm, 0.0001% Triton; Potency, µM (titrated, usually from 57.1 µM), for the others: at the top dose activity change, negative = inhibition, actives largely listed as inhibitors;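 note: potency is the fitted concentration of half-maximal effect; plate controls were no compound for no effect and no enzyme for full effect; nearly all actives have a fitted effect of over 20% in size; some results filed as inactive show a strong effect at the top dose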
Target sequence (P00811 whole entry, looked up): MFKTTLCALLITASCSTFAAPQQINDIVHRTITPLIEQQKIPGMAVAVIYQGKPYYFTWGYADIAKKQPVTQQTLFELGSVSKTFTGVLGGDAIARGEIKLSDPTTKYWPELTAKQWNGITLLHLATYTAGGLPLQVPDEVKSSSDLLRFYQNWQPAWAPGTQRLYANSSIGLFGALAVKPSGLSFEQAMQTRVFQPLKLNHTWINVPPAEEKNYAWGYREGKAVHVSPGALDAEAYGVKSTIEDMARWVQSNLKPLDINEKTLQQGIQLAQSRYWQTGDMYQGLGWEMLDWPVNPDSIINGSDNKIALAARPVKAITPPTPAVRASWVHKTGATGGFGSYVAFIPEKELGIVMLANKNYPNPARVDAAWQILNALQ
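AmpC (5.3 nM in the dispensed reagent) in 20 mM phosphate pH 7.0 with 0.01% (detergent screen) or 0.0001% Triton X-100 was preincubated with compounds for 15 min at room temperature. Nitrocefin was then added from an 800 uM solution, and hydrolysis was followed at 480 nm.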
LmPK inh = qHTS Assay for Inhibitors of Leishmania Mexicana Pyruvate Kinase (LmPK). Q27686. purified LmPK, Kinase-Glo ATP luminescence, 1 h. Potency, µM (titrated, usually from 57.5 µM), without a hit: at the top dose activity change, negative = inhibition, usual class: inhibitors. 0.37% of 290,000 active; note: potency is the fitted concentration of half-maximal effect; % is set by controls: 0 for no effect and ±100 for the full control effect
Target sequence (Q27686 whole entry, looked up): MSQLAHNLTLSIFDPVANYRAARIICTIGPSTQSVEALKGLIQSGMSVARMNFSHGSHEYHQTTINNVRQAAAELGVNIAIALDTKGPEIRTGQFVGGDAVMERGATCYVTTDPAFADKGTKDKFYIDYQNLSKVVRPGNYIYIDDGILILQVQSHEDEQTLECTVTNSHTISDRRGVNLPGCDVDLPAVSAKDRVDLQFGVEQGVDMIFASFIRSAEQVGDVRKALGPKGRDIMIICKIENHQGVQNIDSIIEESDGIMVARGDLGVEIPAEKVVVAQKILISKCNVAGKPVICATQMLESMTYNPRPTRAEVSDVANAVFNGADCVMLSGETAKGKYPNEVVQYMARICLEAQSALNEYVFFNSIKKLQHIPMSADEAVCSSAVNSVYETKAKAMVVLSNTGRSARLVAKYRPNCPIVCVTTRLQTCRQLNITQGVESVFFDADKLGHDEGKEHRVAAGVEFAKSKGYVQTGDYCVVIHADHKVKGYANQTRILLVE
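Purified LmPK (0.1 nM) converted ADP (0.1 mM) to ATP with PEP (0.5 mM) in imidazole buffer pH 7.2 with KCl and MgCl2, 1 h at room temperature. ATP was read by Kinase-Glo luminescence; data normalized to uninhibited and no-enzyme controls.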
Pf growth 48h = Primary qHTS for delayed death inhibitors of the malarial parasite plastid, 48 hour incubation; 5.9% of 310,000 active; P. falciparum luciferase growth in erythrocytes, 48 h; AID 504832, 2011; Potency, µM (top dose mostly 28.7 µM), for inactives: at the top dose activity change, negative = inhibition, usual class: inhibitors; note: potency is the fitted concentration of half-maximal effect; % is set by controls: 0 for no effect and ±100 for the full control effect
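Luciferase-expressing P. falciparum in infected erythrocytes (2% hematocrit, 0.1% parasitemia final) in RPMI 1640/0.5% Albumax were exposed to compound for 48 hours at 37 C, 5% CO2; growth read as luminescence.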
Starred values were filed as active, the others as inactive; u = inconclusive; x = no result given; [ ] = dose if it differs, or a comment. Unless noted, calls come from the whole dose curve; as a rule, active = well fitted curve in the direction sought with a large enough effect; inconclusive = small, poorly fitted or top-dose-only effect, or another doubt; inactive = no such curve, though single readings can be large; an effect the other way counts as inactive or inconclusive.

Every second line gives: Pf growth 96h	TbPYK inhibitor	Shiga inhibitor	Cycloheximide cs	AmpC no deterg	LmPK inh	Pf growth 48h
CC1CCCCN1C(=O)CCC(=O)Nc1nnc(C2CCCCC2)s1 (stereo not given)
  u	3%	1	8	44%	-8%	u
COCCNC(=O)C1CCN(C(=O)C2CC(=O)N(c3ccc(C)cc3)C2)CC1 (stereo not given)
  -12%	-2%	-15	1	-4%	-8%	20%
Cc1ccc(NC2=CC(=O)CC(c3ccccc3)C2)cc1 (stereo not given)
  u	2%	-2	-2	-24%	1%	u
CC(c1ccccc1)n1cc(C(=O)NCC2COc3ccccc3O2)nn1 (stereo not given)
  6%	-4%	26	-1	-16%	1%	u
O=C(NCCCn1ccnc1)/C(=C/c1ccco1)NC(=O)c1ccco1
  21%	-2%	1	-1	-20%	-10%	3%
O=C(COC(=O)CCc1ccc(S(=O)(=O)N2CCOCC2)cc1)NCc1ccccc1Cl
  0%	-2%	-13	-3	46%	-7%	10%
CCOC(=O)C1(C)Oc2cccnc2NC1=O (stereo not given)
  10%	6%	10	1	1%	3%	70%[activator]
COc1ccc(-c2nc(-c3ccncc3)no2)cc1OC
  u	x	79*	48*	-11%	-5%	x
CCCCNC(=S)N1CCn2cccc2C1c1ccc(F)cc1 (stereo not given)
  u	-3%	-6	10	u	7%	u
O=C(NCC1(N2CCOCC2)CCCCC1)c1cccc(S(=O)(=O)Nc2ccc(F)cc2)c1
  u	-3%	x	x	-20%	x	10µM*
CC(=O)c1ccc([N+](=O)[O-])c(CS(=O)(=O)c2ccc(Cl)cc2)c1
  53%[activator]	1%	-5	1	-17%	-3%	32%
COc1ccccc1CNC(=O)Cn1cnc2ccccc2c1=O
  6%	6%	11	-3	-20%	5%	9%
COc1cc2c(cc1OC)-c1cc(Nc3cccc(C)c3)nc(=O)n1CC2
  -11%	18%	16	-1	-32%	9%	-23%
COc1ccc(NC(=O)Cn2nnc(C(=O)Nc3ccc(F)c(Cl)c3)c2N)cc1
  122%[activator]	0%	13	10	-17%	-1%	-1%
COC(=O)c1ccccc1NC(=S)NC(=O)c1ccccc1C
  0%	-9%	-13	-1	-59%	-4%	24%

The list goes on.
Every second line gives: Pf growth 96h	TbPYK inhibitor	Shiga inhibitor	Cycloheximide cs	AmpC no deterg	LmPK inh	Pf growth 48h
Cc1cc2c(c(SCC(=O)NCc3ccc(Cl)cc3)n1)C(=O)OC2
  2%	1%	2	8	-15%	-4%	2%
CCN(c1ccccc1)S(=O)(=O)c1ccc(NC(=S)NC(=O)c2ccc(Br)o2)cc1
  3%	1%	-11	1	-27%	-1%	u
CC(NC(=O)CSc1n[nH]c(=O)[nH]c1=O)C1CC2CCC1C2 (stereo not given)
  54%[activator]	-4%	3	-1	-11%	-6%	33%[activator]
CC1(C)CNC(=O)c2sc(N3CCOCC3)nc2C1
  2%[5.75 µM]	4%	-13	-3	x	-3%	u
O=C(O)c1ccccc1Nc1ccnc(Cl)n1
  49%[activator]	-1%	-4	-3	-17%	-1%	34%[activator]
COC(=O)C1=C(C(=O)OC)SC(=C2C(=S)C(C)(C)N(C(=O)C(C)C)c3ccccc32)S1
  x	-19%	21	-2	-9%	2%	u
C=CCOc1ccc2ccccc2c1CNn1c(C)n[nH]c1=S
  u	-30%	x	-1	-13%	0%	u
COC(=O)C(=CC(=CN(C)C)C=C(C(=O)OC)C(=O)OC)C(=O)OC
  13%	-16%	-2	-4	88%[activator]	5%	2%
O=C(CNC(=O)c1ccccc1F)NCCc1ccc(Cl)cc1Cl
  34%[activator]	1%	3	7	0%	-5%	-11%
O=C(NC(=S)NCC1CCCO1)c1ccco1 (stereo not given)
  7%	-4%	16	16	-31%	5%	-9%
CCOC(=O)c1cccc(NC(=O)N2CCOCC2)c1
  -23%	-2%	-11	4	-25%	-3%	17%
Cc1cccc(N2CCN(C(=O)c3ccc(N4CCCC4=O)cc3)CC2C)c1 (stereo not given)
  u	3%	-6	-4	105%[activator]	1%	-12%
NC(=O)c1nsc(C(=O)N(c2cccc(F)c2)C(C(=O)NC2CCCC2)c2ccco2)c1N (stereo not given)
  15%	-3%	-14	1	3%	-7%	5%
O=C(CSc1nc(O)c(Cc2ccccc2)c(=O)[nH]1)Nc1ccccc1
  32%[activator]	1%	17	5	-12%	-5%	28%
CCCN1C(=O)CN(C2CCCCCC2)C(=O)C1c1ccc(C)cc1 (stereo not given)
  u	2%	-5	-5	23%	-5%	u

Shown tab-delimited: entries from further up
SMILES	Pf growth 96h	TbPYK inhibitor	Shiga inhibitor	Cycloheximide cs	AmpC no deterg	LmPK inh	Pf growth 48h
O=C(CSc1nc(O)c(Cc2ccccc2)c(=O)[nH]1)Nc1ccccc1	32%[activator]	1%	17	5	-12%	-5%	28%
COC(=O)C1=C(C(=O)OC)SC(=C2C(=S)C(C)(C)N(C(=O)C(C)C)c3ccccc32)S1	x	-19%	21	-2	-9%	2%	u
CC1(C)CNC(=O)c2sc(N3CCOCC3)nc2C1	2%[5.75 µM]	4%	-13	-3	x	-3%	u

Next records follow:
Every second line gives: Pf growth 96h	TbPYK inhibitor	Shiga inhibitor	Cycloheximide cs	AmpC no deterg	LmPK inh	Pf growth 48h
COc1ccc(NC(=S)NNc2ccc(C(=O)O)cc2)cc1
  72%	-9%	38	42*	-23%	-2%	50%[activator]
O=C(c1c[nH]c2ccccc2c1=O)N1CCCCCC1
  34%[activator]	3%	14	-5	-10%	1%	-9%
Oc1ccccc1C(=S)N1CCN(C(=S)c2ccccc2O)CC1
  4%	-24%	-6	-4	-30%	4%	-19%
Cc1ccc(C2C(C(=O)c3cccs3)=C(O)C(=O)N2c2cccc(C)n2)cc1 (stereo not given)
  34%	-2%	70*	17*	-34%	1%	14%
CCn1c(SCC(=O)c2c[nH]c3ccccc23)nc2cc(S(=O)(=O)N3CCOCC3)ccc21
  2.3µM*	-9%	-3	-2	-26%	0%	9.3µM*
Cc1ccc(S(=O)(=O)N2CCSC2c2ccco2)cc1 (stereo not given)
  u	-9%	-7	-1	-41%	3%	-2%
COC(=O)c1ccc(C(=O)OC)c(NC(=O)N2c3ccccc3Sc3ccccc32)c1
  17%	-7%	-8	-2	-43%	4%	4%
COc1ccc(NC(=O)CCc2nnc3ccc(N4CCC(C)CC4)nn23)cc1OC
  4.1µM*	0%	-5	-3	128%[activator]	-11%	-1%
c1ccc(-n2ncc3c(NCCN4CCOCC4)ncnc32)cc1
  12µM*	-8%	72*	22*	-4%	0%	85%[activator]
COc1ccccc1C1C=C(c2ccc(C)cc2)Nc2nnnn21 (stereo not given)
  u	-2%	54	16	-19%	3%	-17%
CN(C)S(=O)(=O)c1ccc(C(=O)Nc2ccccc2SCCC#N)cc1
  u	-15%	13	7	5%	20%[11.5 µM]	9%
COc1ccccc1CNC(=O)CN(Cc1ccc(Cl)cc1)S(C)(=O)=O
  23%	-20%	-8	-1	73%[activator]	5%	0%
COc1ccc(NC(=O)CSc2nnc(NC(=O)C3CCC3)s2)c(OC)c1
  u	6%	3	-11	-20%	2%	1%
Cc1cccc(N(C)S(=O)(=O)c2nnc(NC(=O)C3CCCCC3)s2)c1
  -13%	-5%	x	x	-48%	x	-13%
CCOC(=O)c1cn(Cc2ccc(C)cc2)c2cc(F)ccc2c1=O
  u	-5%	-6	-2	0%	-3%	u

(further entries)
Every second line gives: Pf growth 96h	TbPYK inhibitor	Shiga inhibitor	Cycloheximide cs	AmpC no deterg	LmPK inh	Pf growth 48h
Cc1ccc(NC(=O)C(Cc2ccccc2)N2C(=O)C3C4CCC(C4)C3C2=O)cc1Cl (stereo not given)
  u	-8%	-1	0	-25%	4%	u
Cc1nn(C)c(C)c1NC(=O)CCCSc1nc(-c2ccco2)cc(C(F)(F)F)n1
  u	-8%	-8	-3	170%[activator]	1%	u
COc1cc(OC)cc(C(=O)NCc2ccc(-n3cccc3)cc2)c1
  -21%	1%	5	-3	-29%	5%	-17%
CC(=O)Nc1ccc(S(=O)(=O)N2CCN(c3cc4c(cc3[N+](=O)[O-])n(C)c(=O)n4C)CC2)cc1
  u	5%	-18	-3	64%[activator]	3%	u
Cc1cccc(OCCCn2c(=O)oc3ccc(C)cc32)c1
  u	8%	35	10	0%	-4%	10%
CCOC(=O)CN1NC2(CCC(C(C)(C)C)CC2)NC1=S (stereo not given)
  59%[activator]	-27%	-21	8	-24%	-1%	-1%
O/N=C1\CC/C(=N\O)c2nn(-c3ccc(Cl)cc3Cl)nc21
  5%	3%	17	27	-6%	-4%	41%[activator]
Cc1cccc(C)c1NC(=O)CN(C)C(=O)Cc1cccc(C(F)(F)F)c1
  -21%	-4%	31*	21	-4%	4%	u
CCN1CCN(c2ncnc3sc(C(=O)Nc4ccccc4F)c(C)c23)CC1
  -7%	-9%	-3	-6	29%	2%	0%
O=C(c1ccccc1)N(Cc1ccc(F)cc1)Cc1nc2ccccc2c(=O)[nH]1
  4%	3%	-5	-3	-8%	7%	u
COC(=O)c1ccccc1NC(=O)COC(C)=O
  14%	-6%	-8	-2	-24%	6%	7%
Cc1nc2ccc(S(=O)(=O)Nc3ccc(-c4nc5cccnc5s4)cc3)cc2s1
  39%[activator]	1%	49*	37*	38%	-1%	77%[activator]
N#C/C(=C\c1ccc(-c2cccc([N+](=O)[O-])c2)o1)C(=O)Nc1nc(-c2cccs2)cs1
  109%[activator]	0%	-6	0	-52%	3%	u
COCc1cc(C)nc2sc(C(=O)Nc3ccccc3OC)c(N)c12
  u	3%	29	9	145%	0%	-26%
COc1ccc(C(=O)NCCS(=O)(=O)NC(C)c2ccccc2)cc1 (stereo not given)
  u	2%	x	x	-20%	x	42%[activator]

Additional compounds follow:
Every second line gives: Pf growth 96h	TbPYK inhibitor	Shiga inhibitor	Cycloheximide cs	AmpC no deterg	LmPK inh	Pf growth 48h
COc1ccc(Cl)cc1-c1nc(SCC(=O)NCC2CCCO2)n[nH]1 (stereo not given)
  -42%	6%	x	x	4%	x	-24%
COCCSc1ccccc1C(=O)Nc1ccc(S(=O)(=O)N2CCOCC2)cc1
  15%	2%	-2	-2	0%	5%	u
O=[N+]([O-])c1cc2oc3c(c2c(C=NCc2ccncc2)c1O)CCCC3
  u	u	-10	-3	-35%	14µM*	10µM*
CC(=O)Nc1ccc(NC(=O)C(Cc2ccccc2)NC(=O)C2CCC(C)CC2)cc1 (stereo not given)
  0.33µM*	-6%	-13	-2	-8%	-3%	3%
